Screening results as filed in PubChem BioAssay.
ALOX12 inh: blocks human arachidonate 12S-lipoxygenase; Potency, µM (highest dose often 108 µM), for the others: at the top dose activity change, negative = inhibition, usual class: inhibitors; P18054; purified 12hLO, xylenol orange hydroperoxide absorbance; 580,000 tested, 1.1% active; AID 1671190; further: potency means the concentration at half of the fitted maximal effect; on the % scale 0 is the no-effect control and ±100 the full control effect
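Hydroperoxide product was detected by ferrous iron/xylenol orange as the 573 to 405 nm absorbance ratio. Arachidonic acid at 40 uM (final) was turned over for 30 min at room temperature by 150 nM human 12hLO, pH 7.0 Hepes buffer, after 15 min compound preincubation.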
PI4K2A block: PI4K2A (human) kinase inhibition | Q9BTU6 | purified PI4K2A, ADP-Glo luminescence, 1 h; active compounds read low | activity change, negative = inhibition, % at 76.9 µM | 420,000 tested, 0.13% active; in the data active means activity change below about -50%; inconclusive means mostly about -30% to -49%;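 further: -100% = wells without enzyme as full effect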
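In this quantitative HTS, ADP production by PI4K2A was quantified luminescently after 1 h at ambient temperature; 100 microM adenosine served as plate-quality control.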
BAZ2B block: BAZ2B (human) inhibition; Q9UIF8; AlphaScreen BAZ2B-H3K14Ac peptide displacement; Potency, µM (titrated, usually from 114 µM), inactives show at the top dose activity change, negative = inhibition, actives largely listed as inhibitors; 360,000 tested, 4.4% active; AID 504333; further: potency means the concentration at half of the fitted maximal effect; on the % scale 0 is the no-effect control and ±100 the full control effect; nearly all actives have a fitted effect of over 60% in size
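In this displacement format the biotinylated H3(5-23) peptide acetylated at Lys14 serves as ligand at 50 nM, with BAZ2B at 50 nM in PBS pH 7.4 containing 0.01% Tween-20. Donor and acceptor beads are 10 ug/mL final.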
RGS4 inh: human RGS4 inhibition; Potency, µM (series often up to 114 µM), inactives show at the top dose activity change, negative = inhibition, usual class: inhibitors; P49798; 390,000 tested, 0.039% active; Transcreener GDP fluorescence polarization, RGS4-accelerated GTP hydrolysis; further: potency means the concentration at half of the fitted maximal effect; on the % scale 0 is the no-effect control and ±100 the full control effect; nearly all actives have a fitted effect of over 75% in size; some results filed as inactive show a strong effect at the top dose
Target sequence (P49798 whole entry, looked up): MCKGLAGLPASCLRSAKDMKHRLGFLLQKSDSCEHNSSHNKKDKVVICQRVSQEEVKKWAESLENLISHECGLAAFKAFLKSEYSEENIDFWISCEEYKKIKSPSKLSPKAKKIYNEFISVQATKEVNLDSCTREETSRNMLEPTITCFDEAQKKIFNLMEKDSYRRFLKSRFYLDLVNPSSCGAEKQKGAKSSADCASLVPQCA
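MLSMR compounds (23 nl, pin-transferred) preincubated 10 min at room temperature with a 500nM (2x) first reagent, then RGS4 at 900nM (2x) plus Transcreener GDP mix added; fluorescence polarization (620/688 nm) read before and after 90 min at 30 °C.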
G9a block: G9a (human) methyltransferase inhibition; AID 504332; Potency, µM (series often up to 102 µM), for the others: at the highest dose activity, negative = inhibition, usual class: inhibitors; G9a H3K9 monomethylation, AlphaScreen, 2 h; 350,000 tested, 8.8% active; further: potency means the concentration at half of the fitted maximal effect; on the % scale 0 is the no-effect control and ±100 the full control effect; nearly all actives have a fitted effect of over 75% in size
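Chemiluminescent proximity detection of H3K9 monomethylation, read after 10 min bead incubation in the dark. Reaction: 20 nM G9a, 500 nM biotin-H3K9 peptide, 20 uM SAM cofactor, 2 h, room temperature, following 15 min enzyme-compound preincubation.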
ERG-DNA inh: blocks human ERG Ets domain binding to DNA; fluorescence polarization, His-ERG Ets domain / labelled DNA; 370,000 tested, 0.028% active; Potency, µM (titrated, usually from 76.9 µM), for inactives: at the highest dose FP activity, negative = inhibition, most hits filed as inhibitors; active means well fitted inhibition curve with a large enough effect in the polarisation, with a control signal flat; inconclusive means small, poorly fitted or top-dose-only effect, or effect the other way, or a change in a side signal; inactive means no such curve, though single readings can be large or run the other way; the % refers to the polarisation;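 further: polarization taken with two DNA probes labelled with fluorescein and Texas red; potency means the concentration at half of the fitted maximal effect; % of control where 0% means no effect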
Target sequence (P11308 whole entry, looked up, the tested form may be a part): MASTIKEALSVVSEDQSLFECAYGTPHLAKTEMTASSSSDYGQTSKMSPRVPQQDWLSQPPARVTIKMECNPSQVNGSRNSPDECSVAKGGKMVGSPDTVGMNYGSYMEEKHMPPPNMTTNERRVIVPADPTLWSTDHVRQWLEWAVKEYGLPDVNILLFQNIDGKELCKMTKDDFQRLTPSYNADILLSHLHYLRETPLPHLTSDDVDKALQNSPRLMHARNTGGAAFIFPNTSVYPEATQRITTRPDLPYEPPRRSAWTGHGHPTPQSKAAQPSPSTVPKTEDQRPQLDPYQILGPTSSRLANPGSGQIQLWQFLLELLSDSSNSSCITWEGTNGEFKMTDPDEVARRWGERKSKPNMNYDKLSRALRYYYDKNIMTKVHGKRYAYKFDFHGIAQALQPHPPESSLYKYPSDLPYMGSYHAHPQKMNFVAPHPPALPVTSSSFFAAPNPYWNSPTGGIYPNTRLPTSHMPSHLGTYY
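His-tagged ERG Ets domain (1 uM in the protein solution; 300mM KCl, 50mM Tris-HCl, 1mM EDTA, 1mM DTT, pH 7.5) received compound, then a probe mix of 5 nM fluorescein-DNA and 100nM Texas-615-DNA. Fluorescence polarization was read for both dyes.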
HP1b binding inh: inhibitors of HP1-beta chromodomain binding to methylated histone tails; AID 540317; AlphaScreen HP1-beta / biotin-H3K9me3 peptide binding; P83916; 390,000 tested, 0.56% active; Potency, µM (top dose mostly 114 µM), inactives show at the top dose activity change, negative = inhibition, hits mostly inhibitors; further: potency means the concentration at half of the fitted maximal effect; nearly all actives have a fitted effect of over 70% in size; inactives centre near 23
Target sequence (P83916 whole entry, looked up): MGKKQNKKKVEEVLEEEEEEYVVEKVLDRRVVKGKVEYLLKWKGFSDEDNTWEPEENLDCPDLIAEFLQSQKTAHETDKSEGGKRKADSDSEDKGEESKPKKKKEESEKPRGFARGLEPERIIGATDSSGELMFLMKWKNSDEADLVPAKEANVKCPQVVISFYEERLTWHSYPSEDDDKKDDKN
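Compound inhibition of the preformed complex between 50 nM HP1-beta and 50 nM biotinylated H3K9me3 peptide was read by AlphaScreen. Buffer was PBS pH 7.4 with 0.01% Tween-20. Incubations ran 30 min at room temperature, with 10 ug/mL donor/acceptor beads.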
GLS inh: glutaminase GLS (human) inhibition; O94925; GLS enzymatic activity, qHTS titration; Potency, µM (titrated, usually from 45.5 µM), for the others: top-dose activity change, negative = inhibition, most hits filed as inhibitors; 410,000 tested, 0.21% active; further: potency means the concentration at half of the fitted maximal effect; on the % scale 0 is the no-effect control and ±100 the full control effect
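Human kidney-isoform GLS in 45 mM KH2PO4 pH 8.2, 0.02% Tween-20, with compound, started with 1mM L-Glutamine (added stock). Glutamate oxidase/HRP/Amplex red coupled fluorescence read at start and after 30 min at RT.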
JMJD2A Tudor: JMJD2A Tudor domain (human) inhibition; O75164; AlphaScreen JMJD2A-Tudor / H3K4me3 peptide binding; Potency, µM (highest dose often 114 µM), inactives show top-dose activity change, negative = inhibition, actives largely listed as inhibitors; 390,000 tested, 4.4% active; AID 504339; further: potency means the concentration at half of the fitted maximal effect; on the % scale 0 is the no-effect control and ±100 the full control effect; nearly all actives have a fitted effect of over 50% in size
The depositor's hits bear a star; i = inactive; ? = inconclusive; . = not tested or not shown; [ ] = remark or other dose. Unless noted, the call rests on the fitted dose curve; in most records, active means well fitted curve in the direction sought with a large enough effect; inconclusive means small, poorly fitted or top-dose-only effect, or another doubt; inactive means no such curve, though single readings can be large; an effect the other way counts as inactive or inconclusive. Not all compounds are listed (hit frequency here may not be typical).

SMILES	ALOX12 inh	PI4K2A block	BAZ2B block	RGS4 inh	G9a block	ERG-DNA inh	HP1b binding inh	GLS inh	JMJD2A Tudor
O=C(NCc1ccco1)c1ccccc1Br	1.5%	-1.7	12.5%	?	9.4%[12.7 µM]	-3.2%	-22.9%	-0.7%	50.1µM*
COc1cccc2cc(C(=O)N3CCN(C/C=C/c4ccccc4)CC3)c(=O)oc12	?	9.0	-25.9%	35.3%	-26.0%[59 µM]	1.9%	4.1%	0.4%	-29.4%
CN(C1CCCCC1)S(=O)(=O)c1ccc2c(c1)CCC(=O)N2	14.3%	-3.4	10.0%	-1.5%	4.7%	2.1%	21.3%	-0.5%	-8.2%
COc1ccccc1N(CC(O)Cn1ccnc1C)S(=O)(=O)c1ccccc1 (stereo not drawn)	-4.9%	-1.3	-2.2%	35.6%	4.1%	-5.3%	15.4%	13.9%	-14.4%
FC(F)(F)c1nc2ccccc2n2c(-c3c(Cl)cccc3Cl)nnc12	-29.3%	5.6	-26.8%	13.5%	52.7%[activator][59 µM]	1.7%	16.9%	1.2%	6.4%
CCOc1ccc(-c2cc(C(=O)N3CCN(c4ccc(C)cc4)C(C)C3)c3ccccc3n2)cc1 (stereo not drawn)	-27.9%	-0.8	?	5.1%	-35.4%[59 µM]	0.5%	2.6%	-18.0%	?
CC(C)(c1ccccc1)c1ccc(OCC(O)CNC2CCN(Cc3ccccc3)CC2)cc1 (stereo not drawn)	?	1.2	50.1µM*	-30.4%	39.8µM*	-4.5%	?	5.0%	2.82µM*
O=C(COc1ccccc1)N=C1SC2CS(=O)(=O)CC2N1c1ccc(F)cc1F (stereo not drawn)	-24.7%	4.5	-11.5%[57.1 µM]	-5.6%[56.9 µM]	-3.7%	4.1%	51.7%[activator]	-27.0%	-4.1%
O=C(OCC(=O)N1N=C(c2ccc(Cl)cc2)CC1c1ccco1)c1cccnc1 (stereo not drawn)	-58.3%	-20.6	.	?	.	33.1%[activator]	?	-6.9%	35.5µM*
COc1ccccc1C(=O)NNC(=O)c1csc(N2CCOCC2)n1	1.6%	2.2	2.8%	-17.2%	55.9%[activator][59 µM]	5.1%	43.4%[activator]	2.4%	-3.1%
COc1ccc(C2C=C(c3ccccc3)Nc3nnnn32)cc1 (stereo not drawn)	-15.7%	-0.4	-1.3%	2.6%	50.1µM*	.	30.6%	3.9%	-16.1%
N#CCc1c(C#N)c(N)nc(N2CCCC(CO)C2)c1C#N (stereo not drawn)	-8.9%	4.5	-26.5%	?	-43.2%	11.0%	39.4%[activator]	-17.2%	-11.6%
COCCn1c(SCC(=O)NNC(=O)c2ccc(OC)c(OC)c2)nc2ccccc2c1=O	4.5%	3.8	-14.7%	-23.7%	-21.4%	0.1%	33.3%	-2.2%	-8.3%[11.4 µM]
COc1ccc(-c2nnc(SCC(=O)Nc3ccc(C)c(Cl)c3)nc2-c2ccc(OC)c(OC)c2)cc1OC	-22.1%	-2.2	-14.4%	-11.1%	-22.8%[59 µM]	8.9%	48.9%[activator]	-6.9%	-23.3%
Cc1ccccc1C(=O)NNC(=O)C1CC(=O)N(Cc2ccccc2)C1 (stereo not drawn)	19.7%	2.9	3.7%	-24.0%	-4.3%	-4.1%	40.1%[activator]	-7.8%	-2.8%
C=CCC[C@@H](Cc1ccc(F)cc1)C(=O)OC[C@@H](NC(=O)[C@H](CC=C)CC(=O)NCCO)C(C)(C)C	1.8%	-2.1	.	-20.5%	.	-6.6%	43.7%[activator]	-4.9%	-8.4%
COc1ccc(N(CC(=O)NCc2ccccc2OC)S(=O)(=O)c2ccccc2[N+](=O)[O-])c(OC)c1	3.9%	1.8	-14.7%	-12.1%	?	-3.5%	30.8%	-0.5%	-18.2%
Cc1cc(=O)oc(C)c1C(=O)OCC(=O)c1ccc(Cl)cc1	?	1.3	-18.5%[57.1 µM]	-7.9%	41.1%[activator]	-2.0%	47.8%[activator]	-0.8%	13.1%
Cc1nc(Cc2nnc(SCC(=O)N3CC(=O)Nc4ccccc43)o2)cs1	0.1%	-2.3	.	-16.0%	.	2.3%	20.1%[57 µM]	5.2%	-6.9%
O=C(CN(Cc1ccc(F)cc1)C(=O)CCC(=O)Nc1ccccn1)NCCc1ccccc1	-15.7%	1.6	5.5%	9.7%	25.3%	-6.4%	20.5%	-11.6%	4.2%
O=C1CCCC(=O)C1CS(=O)(=O)c1ccccc1	-8.9%	-1.7	-23.0%	-8.1%	3.16µM*	3.7%	15.7%	3.3%	-11.9%
Cc1cc(=O)oc(C)c1C(=O)Nc1ccc(Cl)cn1	-36.2%	-0.1	0.7%[57.1 µM]	-10.0%	0.2%	-3.1%	34.4%[activator]	3.6%	-15.1%
O=C(c1cccc([N+](=O)[O-])c1)N1CCCC(C(=O)N2CCCCCC2)C1 (stereo not drawn)	?	-2.7	-4.5%	?	10.6%	31.7%[activator]	47.5%[activator]	-7.9%	-5.4%
CC(N)=Nc1ccc([N+](=O)[O-])cc1	14.3%	-2.5	0.1%	-20.6%	9.1%[59 µM]	9.5%	17.6%	1.8%	13.2%
CON(C)S(=O)(=O)c1cccc(C(=O)N(CC(=O)Nc2ccccc2C(F)(F)F)Cc2ccco2)c1	7.9%	0.4	.	-17.0%	.	3.1%	27.5%	1.3%	-5.2%
Cc1ccc(-c2noc(CCC(=O)Nc3ccc4c(c3)OCO4)n2)cc1	12.0%	-4.5	4.8%	21.6%[11.4 µM]	3.6%	?	11.0%	1.7%	15.1%[11.4 µM]
CCOC(=O)C1=C(N)Oc2cc(O)ccc2C1c1cccnc1 (stereo not drawn)	-6.9%	-3.6	-30.5%	-10.5%	-26.9%	-5.8%	13.1%	11.3%	-27.9%
CC(NC(=O)c1ccccc1C(=O)O)c1ccc(-n2ccnc2)cc1 (stereo not drawn)	?	4.7	1.8%	-4.4%	.	5.6%	30.7%	-5.2%	-6.3%
Cc1ccc(S(=O)(=O)N(Cc2n[nH]c(=S)n2-c2ccccc2)c2ccccc2)cc1	?	1.9	?	-46.7%	.	-2.4%	24.1%	1.9%	-28.2%
CCOC(=O)C(=O)Nc1ccccc1C#N	-4.7%	3.3	-24.8%	1.7%[11.4 µM]	12.1%	-2.6%	44.4%[activator]	-1.5%	-20.3%
CCc1ccccc1NC(=O)C(=O)NCCCN1CCOCC1	-5.9%	0.6	2.4%	16.8%	-40.9%[59 µM]	-0.2%	31.3%	3.8%	-10.0%
Nc1nnc(CC(=O)N/N=C/c2ccccc2OCc2ccccc2F)s1	i	-1.9	-2.3%	-23.6%	22.1%[59 µM]	-5.4%	25.9%	-11.8%	-13.5%
N#CCSc1nc2ccc(N3CCCCC3)cc2c(=O)n1Cc1ccccc1	?	-1.3	-4.9%	-19.2%	.	-5.3%	21.2%	-0.4%	-26.9%
COc1ccccc1/C=C/C(=O)NC(=S)NC(C)C	25.1µM*	0.7	36.0%	-32.7%	-42.4%	4.3%	24.0%	-4.0%	-21.9%
Cn1c(Cn2c(=O)sc3ccccc32)nnc1SCC(=O)Nc1cccc(F)c1	103.7%	-9.5	-1.8%	20.2%	15.2%[59 µM]	3.2%	13.0%	-3.5%	-15.0%
CN1CCCC(OC(=O)c2ccc(Cl)cc2)C1 (stereo not drawn)	16.4%	-15.1	4.6%	0.0%	.	7.1%	40.3%	10.4%	-14.5%
S=C(Nc1ccccc1Cl)N(Cc1cccnc1)Cc1ccco1	0.0%	1.8	-26.4%	-49.7%	-34.3%	-2.8%	15.8%	-10.2%	-16.3%
COc1cccc(CNCCSc2nnnn2C)c1	?	-3.2	1.1%	-21.7%	56.2µM*	-12.5%	54.7%[activator]	2.7%	-3.8%
Cc1ccc(F)cc1NC(=O)C1CCN(c2cnccn2)CC1	0.0%	0.5	5.7%	25.8%	-0.4%	-6.0%	16.7%	3.0%	-27.6%
COc1ccc(NC(=O)c2csc(C)c2)cc1OC	4.6%	8.6	-3.3%	-34.8%	29.3%	-2.1%	24.9%	-3.4%	-2.2%
Cc1ccc(Cl)cc1N(CC(=O)NC1CCCC1)C(=O)c1csnn1	-20.1%	2.0	2.9%	4.9%	-6.1%	-1.8%	46.8%[activator]	-4.2%	-1.1%
Nc1ccc(NC(=O)Nc2ccc(N)cc2)cc1	4.0%	-4.2	-16.9%	-18.9%	?	-0.9%	26.7%	32.0%[activator]	-9.9%
COc1ccc(Cl)cc1-c1nc(-c2ccc(NC(=O)c3cccs3)cc2)no1	.	-2.6	-19.1%	-18.0%	-22.1%[59 µM]	-8.3%	33.2%	-12.4%	-12.6%

Whole records, looked up by structure. Order of values: ALOX12 inh	PI4K2A block	BAZ2B block	RGS4 inh	G9a block	ERG-DNA inh	HP1b binding inh	GLS inh	JMJD2A Tudor
Record of Nc1nnc(CC(=O)N/N=C/c2ccccc2OCc2ccccc2F)s1 → i	-1.9	-2.3%	-23.6%	22.1%[59 µM]	-5.4%	25.9%	-11.8%	-13.5%
Record of COc1cccc(CNCCSc2nnnn2C)c1 → ?	-3.2	1.1%	-21.7%	56.2µM*	-12.5%	54.7%[activator]	2.7%	-3.8%
Record of Cc1ccc(Cl)cc1N(CC(=O)NC1CCCC1)C(=O)c1csnn1 → -20.1%	2.0	2.9%	4.9%	-6.1%	-1.8%	46.8%[activator]	-4.2%	-1.1%
